FN deposition inh: fibronectin deposition inhibition; AH1F fibroblasts, Alexa488-fibronectin deposition fluorescence, overnight; inhibition, % at 12.6 µM; 350,000 compounds, 0.086% hits; AID 743247;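 active means mean inhibition across replicates of 30% or more, regardless of how many single replicates reach that level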;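 further: positive control wells lacked labelled fibronectin entirely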
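Material: AH1F fibroblast monolayer depositing Alexa488-labelled fibronectin into matrix / Amount: 10000 AH1F cells per well / Signal: fluorescence 485/525 nm / Medium: DMEM, 2% serum / Compound: single dose, pinned / Incubation: 1 h cell adhesion before compound, then overnight fibronectin incubation / Reagent: Alexa488-FN, 24 nM final / Read-out: inhibition of fibronectin deposition signal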
ERAP1 inh: inhibitors of human ERAP1 aminopeptidase; Q9NZ08; recombinant ERAP1, Leu-AMC fluorescence, 60 min; inhibition, % at 10.7 µM; 340,000 compounds, 0.15% hits; AID 652197;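 active means mean replicate inhibition of at least 30%, or all replicates individually reaching that 30% level; inactive means mean below 30% and not every replicate reaching it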;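 further: 0% = neutral control wells and 100% = L-leucinethiol positive control wells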
Target sequence (Q9NZ08 whole entry, looked up): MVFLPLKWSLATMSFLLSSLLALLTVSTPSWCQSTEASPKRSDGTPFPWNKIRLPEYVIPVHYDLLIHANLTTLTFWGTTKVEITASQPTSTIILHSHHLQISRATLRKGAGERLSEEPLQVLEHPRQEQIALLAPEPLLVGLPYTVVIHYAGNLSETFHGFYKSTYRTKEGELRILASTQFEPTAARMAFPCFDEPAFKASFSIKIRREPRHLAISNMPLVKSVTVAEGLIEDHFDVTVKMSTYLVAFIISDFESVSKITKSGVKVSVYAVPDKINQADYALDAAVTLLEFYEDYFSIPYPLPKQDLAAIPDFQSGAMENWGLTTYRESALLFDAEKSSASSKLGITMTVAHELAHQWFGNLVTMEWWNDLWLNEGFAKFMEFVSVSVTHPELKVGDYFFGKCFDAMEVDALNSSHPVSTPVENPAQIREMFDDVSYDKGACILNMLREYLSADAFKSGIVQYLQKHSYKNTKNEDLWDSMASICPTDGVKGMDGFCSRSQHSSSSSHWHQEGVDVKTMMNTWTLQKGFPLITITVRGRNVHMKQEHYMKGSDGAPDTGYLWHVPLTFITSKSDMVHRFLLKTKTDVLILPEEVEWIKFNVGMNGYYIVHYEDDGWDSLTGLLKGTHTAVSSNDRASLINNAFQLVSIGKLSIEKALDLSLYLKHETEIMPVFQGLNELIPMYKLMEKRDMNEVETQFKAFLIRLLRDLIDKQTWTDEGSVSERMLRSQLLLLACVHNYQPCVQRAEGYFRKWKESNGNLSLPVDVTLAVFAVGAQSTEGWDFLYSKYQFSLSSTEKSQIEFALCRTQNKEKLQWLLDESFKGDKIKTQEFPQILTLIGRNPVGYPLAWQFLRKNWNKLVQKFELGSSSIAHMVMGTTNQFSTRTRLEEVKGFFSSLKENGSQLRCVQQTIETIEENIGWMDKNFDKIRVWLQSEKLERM
LGR2 inh: inhibitors of bursicon-induced Drosophila LGR2 receptor cAMP signaling. HEK293 LGR2, CRE-luciferase, bursicon-stimulated, 4 h. inhibition, % at 9.99 µM. 380,000 compounds, 0.35% hits. AID 720647;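 active means drop in luminescence signal, shown as inhibition above about 50% in the replicate tests, limit read from the data, passing the limit was not always enough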;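 further: agonist challenge used bursicon conditioned medium at about half maximal strength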
S100A4 MyoIIA: blocks human S100A4 binding to myosin IIA peptide; AID 652163; inhibition, % at 10.7 µM; 360,000 compounds, 0.14% hits; P26447; S100A4/TAMRA-MyoIIA peptide fluorescence polarization;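 active means mean inhibition of at least 70% across replicates, with every replicate also reaching that level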
Target sequence (P26447 whole entry, looked up): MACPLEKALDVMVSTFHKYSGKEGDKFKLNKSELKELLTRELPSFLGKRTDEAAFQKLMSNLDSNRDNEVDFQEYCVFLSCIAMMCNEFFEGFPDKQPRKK
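Test system – S100A4 monomer (human) · Compound – single-point compound testing · Schedule – 5 min incubation before reading · Probe or stimulus – TAMRA-labelled myosin IIA heavy-chain peptide probe, 5 nM · Benchmarks – neutral control DMSO, positive control TFP · Medium – Calcium-containing HEPES buffer, pH 7.2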
PAX8 inh HTS: lowers PAX8-driven luciferase in RMG-I cells; RMG-I TPO-luciferase reporter, SteadyGlo, 24 h; inhibition, % at 12.6 µM; 360,000 compounds, 1.2% hits;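 active means mean replicate inhibition at least 60% with every replicate also reaching 60%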;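 further: luciferase light reporting Pax8 driven TPO promoter activity; plate controls were median of neutral control wells for no effect and mitoxantrone controls for full effect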
PglD inh: PglD (C. jejuni) enzyme inhibition. inhibition, % at 12.5 µM. purified PglD enzyme, DTNB colorimetric CoA detection. 360,000 compounds, 0.098% hits. AID 602405; in the data active means inhibition above about 16%, passing the limit was not always enough; further: strong numbers were not always called active
EWS-Fli inh: blocks EWS/Fli oncoprotein-driven transcription; A673 NR0B1-luciferase reporter, viability-normalised; AID 651661; 350,000 compounds, 0.67% hits; inhibition, % at 12.6 µM;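 active means mean inhibition of at least 50% after viability correction, with every replicate also passing that limit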;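 further: firefly luciferase signal divided by Alamar Blue viability fluorescence both relative to DMSO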
PGC1a acetyl inh: lowers PGC1a acetylation signal in U2OS cells | 350,000 compounds, 0.17% hits | inhibition, % at 15.6 µM | AlphaScreen anti-acetyl-lysine; with virally co-expressed GCN5 acetyltransferase;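 active means every replicate shows inhibition of at least 40%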;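 further: 0% = neutral control wells and 100% = positive control wells; some results beyond the cut were filed as inactive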
An asterisk follows results filed as active; · = not tested or not shown; & = joins results of further samples.

1	COC(=O)C(c1ccccc1)C(CC(=O)c1ccccc1)c1ccccc1 (centres undefined)
2	O=C1CSC(=Nc2ccc(Cl)cc2)N1
3	CCC(=O)N1C[C@@H](C)[C@@H](OC)CN(C)C(=O)c2ccc(NC(=O)Nc3ccccc3)cc2OC[C@@H]1C
4	COc1ccccc1C(=O)C1CCCN(C(=O)c2cccc(-n3cccn3)c2)C1 (centres undefined)
5	CCOc1cc(C(c2c(C)[nH][nH]c2=O)c2c(C)[nH][nH]c2=O)ccc1O
6	C[C@@H]1CN([C@H](C)CO)S(=O)(=O)c2ccc(C#Cc3cccc(F)c3)cc2O[C@H]1CN(C)S(=O)(=O)c1cn(C)cn1
compound no.,1,2,3,4,5,6
FN deposition inh,2,0,12,-5,3,9
ERAP1 inh,-4,1,1,1,·,-1
LGR2 inh,-8,23,0,0,30,22
S100A4 MyoIIA,0,-5,-8,-3,·,6
PAX8 inh HTS,19,5,·,1,9,·
PglD inh,0,-1,4,·,-13,1
EWS-Fli inh,0,12,9,-55,·,0
PGC1a acetyl inh,·,10,-1,·,-6,-18

7	C[C@H]1CN([C@@H](C)CO)C(=O)Cc2cc(NC(=O)Nc3ccccc3)ccc2O[C@H]1CN(C)S(C)(=O)=O
8	Cc1noc(C)c1NC(=O)N(C)C[C@H]1Oc2ccc(NS(C)(=O)=O)cc2CC(=O)N([C@H](C)CO)C[C@H]1C
9	CCS(=O)(=O)c1ccc2oc(Nc3ccccc3Cl)nc2c1
10	CCCNC(=O)Nc1ccc2c(c1)C(=O)N(C)C[C@@H](OC)[C@@H](C)CN(C(=O)C1CCCCC1)[C@@H](C)CO2
11	CC(C)NC(=O)OC[C@@H]1CSCCS(=O)(=O)N1
12	CC(C)C[C@H](NC(=O)c1ccco1)C(=O)N1CCC[C@H]1C(=O)NCc1ccccc1
compound no.,7,8,9,10,11,12
FN deposition inh,·,·,4,·,4,-3
ERAP1 inh,0,·,0,-4,-1,4
LGR2 inh,4,27,-105,9,7,-29
S100A4 MyoIIA,11,·,-1,-2,-3,-13
PAX8 inh HTS,2,-1,-147,-11,-9,-11
PglD inh,4,3,-1,-1,·,·
EWS-Fli inh,-1,10,-110,-8,-6,-7
PGC1a acetyl inh,4,-4,·,14,·,·

13	Cc1cc(NC(=O)COC(=O)CNS(=O)(=O)c2c(F)cc(F)cc2Br)no1
14	COCCN1C(=O)CCC1(C)C(=O)Nc1ccc2c(c1)OCCO2 (centres undefined)
15	CSc1nc(N)c2c(n1)OC(N)=C(C#N)C2c1cccnc1 (centres undefined)
16	O=C(Nc1ccc(Cl)cc1)c1csc(Cc2ccccc2)n1
17	COc1ccc([C@H]2C[C@@H](n3cc(COC(=O)c4ccccc4)nn3)[C@H](O)CN2C(=O)C2CCCCC2)cc1
18	COc1ccc(NC(=O)CCC(=O)OCC(=O)c2ccc(Oc3ccc([N+](=O)[O-])cc3)cc2)cc1
compound no.,13,14,15,16,17,18
FN deposition inh,1,7,-11,5,6,-10
ERAP1 inh,-4,0,7,-3,1,0
LGR2 inh,-9,5,11,-7,-8,4
S100A4 MyoIIA,-17,-8,1,-4,5,2
PAX8 inh HTS,7,-11,-18,-7,6,-12
PglD inh,7,4,·,·,3,·
EWS-Fli inh,0,-9,-5,-3,4,0
PGC1a acetyl inh,12,11,·,·,·,·

19	CC1(CCc2ccccc2)NC(=S)N(c2ccccc2)N1 (centres undefined)
20	COc1ccc2c(C)cc(SCc3c(C)noc3C)nc2c1
21	CCOC(=O)N1CCN(Cc2nc3ccc([N+](=O)[O-])cc3c(=O)n2-c2ccc(OC)cc2OC)CC1
22	O=C(c1ccccc1)c1ccccc1C(=O)N1CCN(C(=O)c2ccccc2)CC1
23	CC(C)C#Cc1ccc([C@H]2[C@@H](C#N)N(C(=O)C3CCOCC3)[C@H]2CO)cc1
24	CC(C)(C)Cc1c(-c2cccc(Br)c2)nc2ccc(Br)cn12
compound no.,19,20,21,22,23,24
FN deposition inh,-2,·,5,-4,-11,-6
ERAP1 inh,-1,1,1,-2,0,2
LGR2 inh,-48,3,1,-4,2,-34
S100A4 MyoIIA,11,-1,-5,3,7,-6
PAX8 inh HTS,9,·,33,-25,-20,-5
PglD inh,·,1,·,·,1,1
EWS-Fli inh,-11,-6,21,-8,3,-12
PGC1a acetyl inh,·,-21,·,-1,3,3

25	COC(=O)C1=C(C)Nc2nc(SCc3ccccc3)[nH]c(=O)c2C1c1cccs1 (centres undefined)
26	COc1cccc(NC2SC(=O)N(c3ccccc3)C2=O)c1 (centres undefined)
27	CCC(C)Oc1cccc(OCCCCN2C(=O)NC(C)(C)C2=O)c1 (centres undefined)
28	O=C1CCC(C(=O)N2CCCCO2)CN1Cc1cccc(F)c1 (centres undefined)
29	C[C@H]1CN([C@@H](C)CO)C(=O)c2cccc(NS(=O)(=O)c3ccc(Cl)cc3)c2O[C@H]1CN(C)Cc1ccc(C(F)(F)F)cc1
30	C[C@@H]1CN([C@H](C)CO)C(=O)c2ccccc2-c2ccccc2CO[C@@H]1CN(C)C(=O)Nc1ccc(F)cc1
compound no.,25,26,27,28,29,30
FN deposition inh,-7,-3,-4,-6,3,6
ERAP1 inh,7,0,·,-4,0,-1
LGR2 inh,-10,46,-2,9,-25,-15
S100A4 MyoIIA,10,2,·,-3,-2,-7
PAX8 inh HTS,20,-158,·,-22,·,-27
PglD inh,3,-6,2,-5,2,3
EWS-Fli inh,10,-84,·,·,20,-5
PGC1a acetyl inh,-8,13,0,-2,-10,-8

31	CC(C(=O)NCc1ccccc1)N1C(=O)c2ccccc2C1=O (centres undefined)
32	COC(=O)c1ccc2ccccc2c1OC1OC(CO)C(O)C(O)C1NC(C)=O (centres undefined)
33	N#CCC(=O)Nc1ccc(C(=O)OCC(=O)NCc2ccc3c(c2)OCO3)cc1
34	CC1CCC(C(C)C)C(OC(=O)Cn2c(-c3ccc(Br)cc3)[n+](C)c3ccccc32)C1 (centres undefined)
35	COc1cccc2sc3cc(C#CC4(O)CCCCC4)ccc3c(=O)c12
36	O=C(CSc1nnc(CNC(=O)c2c(F)cccc2F)o1)c1ccc(Cl)cc1
compound no.,31,32,33,34,35,36
FN deposition inh,7,4,9,21&7,-1,-4
ERAP1 inh,1,-2,-2,20&16,-9,-3
LGR2 inh,8,-14,-10,78*,98*,-8
S100A4 MyoIIA,0,-3,-9,0&6,-2,8
PAX8 inh HTS,25,-2,4,100*,-61,-7
PglD inh,-3,0,·,-3,2,-3
EWS-Fli inh,11,11,3,21&40,-40,-1
PGC1a acetyl inh,13,·,-4,-45&2,-1,·

37	Cc1cc2c(cc1S(=O)(=O)N1CCCC1)n(C)c(=O)c(=O)n2C
38	COc1cccc(C(=O)Nc2cc(C(=O)NCc3ccc(C)cc3)ccc2N2CCC3(CC2)CC(c2ccccc2)=NO3)c1
39	CCC(C)N1CCN(S(=O)(=O)c2ccc(NC(C)=O)cc2)CC1 (centres undefined)
40	C#CCN1C(=O)C(O)(CC(=O)c2ccc3c(c2)OCCO3)c2ccccc21 (centres undefined)
41	Cc1ccc(S(=O)(=O)Nc2cccc3c2O[C@H](CN(C)S(=O)(=O)c2ccc(Cl)cc2)[C@H](C)CN([C@@H](C)CO)C3=O)cc1
42	O=C(Nc1ccc2c(c1)[C@H]1C[C@H](CC(=O)N3CCc4ccccc4C3)O[C@@H](CO)[C@H]1O2)NC1CCCC1
compound no.,37,38,39,40,41,42
FN deposition inh,7,-8,3,8,·,·
ERAP1 inh,3,-4,0,1,·,-3
LGR2 inh,8,3,1,32,-11,12
S100A4 MyoIIA,0,-17,1,-3,·,3
PAX8 inh HTS,-16,-22,-15,30,-14,3
PglD inh,-3,-2,·,-3,·,1
EWS-Fli inh,-2,0,-5,32,-8,0
PGC1a acetyl inh,·,8,·,-9,3,14

Reprinted at random: six records from the list, in no set order.
42	O=C(Nc1ccc2c(c1)[C@H]1C[C@H](CC(=O)N3CCc4ccccc4C3)O[C@@H](CO)[C@H]1O2)NC1CCCC1
39	CCC(C)N1CCN(S(=O)(=O)c2ccc(NC(C)=O)cc2)CC1 (centres undefined)
37	Cc1cc2c(cc1S(=O)(=O)N1CCCC1)n(C)c(=O)c(=O)n2C
38	COc1cccc(C(=O)Nc2cc(C(=O)NCc3ccc(C)cc3)ccc2N2CCC3(CC2)CC(c2ccccc2)=NO3)c1
40	C#CCN1C(=O)C(O)(CC(=O)c2ccc3c(c2)OCCO3)c2ccccc21 (centres undefined)
41	Cc1ccc(S(=O)(=O)Nc2cccc3c2O[C@H](CN(C)S(=O)(=O)c2ccc(Cl)cc2)[C@H](C)CN([C@@H](C)CO)C3=O)cc1
compound no.,42,39,37,38,40,41
FN deposition inh,·,3,7,-8,8,·
ERAP1 inh,-3,0,3,-4,1,·
LGR2 inh,12,1,8,3,32,-11
S100A4 MyoIIA,3,1,0,-17,-3,·
PAX8 inh HTS,3,-15,-16,-22,30,-14
PglD inh,1,·,-3,-2,-3,·
EWS-Fli inh,0,-5,-2,0,32,-8
PGC1a acetyl inh,14,·,·,8,-9,3

Other entries follow.
43	CO[C@H]1CN(C)C(=O)c2ccc(NC(=O)C3CCCC3)cc2OC[C@H](C)N(C(=O)CC2CC2)C[C@H]1C
44	O=C(OCC(=O)N1CCN(C(=O)c2ccco2)CC1)c1cccc(F)c1
45	CC(C)C[C@H]1CN(CCCC[C@@H]2CNC(=O)C(=O)N2CC2CCCCC2)C(=O)C(=O)N1CCc1ccc(O)cc1
46	COc1cc(C)ccc1OCc1cc(C(=O)N2C[C@H]3CC[C@H]2C3)no1
47	O=C(COC(=O)c1cncc(Br)c1)Nc1nnc(-c2ccccc2)o1
48	OC(CSc1c(Cl)cccc1Cl)CN1CCN(c2ccccc2F)CC1 (centres undefined)
compound no.,43,44,45,46,47,48
FN deposition inh,1,-1,-5,2,-3,2
ERAP1 inh,2,0,-5,-6,-6,·
LGR2 inh,-19,-16,-3,-5,1,-20
S100A4 MyoIIA,15,-1,2,4,-2,·
PAX8 inh HTS,0,-16,-22,-14,-2,·
PglD inh,-1,-2,·,2,-4,4
EWS-Fli inh,3,-6,0,·,·,·
PGC1a acetyl inh,1,·,·,-2,-5,1

49	CC(C)CCn1c(CN2CCN(Cc3ccccc3)CC2)nc2c1c(=O)[nH]c(=O)n2C
50	C[C@H](CO)N1C[C@H](C)[C@H](CN(C)Cc2ccncc2)Oc2ncc(-c3ccccc3)cc2C1=O
51	Cc1ccc(S(=O)(=O)N(C)C[C@H]2Oc3cc(C#Cc4ccccc4)ccc3S(=O)(=O)N([C@H](C)CO)C[C@@H]2C)cc1
52	CCn1nc(C)c(/C=N/NC(=O)Cn2nnnc2N)c1C
53	Cc1ccc(C)c(S(=O)(=O)N(C)C2CCS(=O)(=O)C2)c1 (centres undefined)
54	CC(C)(C)NC(=O)C(OC(=O)c1cccs1)c1ccc(C#N)cc1 (centres undefined)
55	CCCCN(CC)C(=O)c1cc2cc3ccc(OC)cc3nc2o1
56	NS(=O)(=O)c1ccc(CNC(=S)NC2CCCCC2)cc1
57	COc1cc(OC)c(C(=O)N(CCc2ccccc2)Cc2ccccc2)cc1OC
compound no.,49,50,51,52,53,54,55,56,57
FN deposition inh,7,14,7&-8,-1,2,-4,-5,-2,-5
ERAP1 inh,·,4,3&0&-2,2,0,2,·,-2,0
LGR2 inh,·,-6,3&7,3,3,10,·,-2,-2
S100A4 MyoIIA,·,-6,-19&3&-3,-3,-3,-7,·,5,-15
PAX8 inh HTS,1,·,24&4&1,-7,-13,4,-143,6,18
PglD inh,4,-1,-5&1&3,-5,1,2,5,-5,-3
EWS-Fli inh,·,-1,7&-8&16,4,-1,0,·,-11,·
PGC1a acetyl inh,16,5,0&9&10,-1,-18,-1,-4,-7,·
